Screens as filed in PubChem BioAssay.
Bcl-2 Bim block – human Bim-Bcl-2 interaction inhibition; P10415; Bead-based flow cytometry, Bim peptide-Bcl-2 binding; inhibition, % at 10 µM; 190,000 tested, 0.06% active; in the data active means inhibition above about 40%; inconclusive means no clear call, values can overlap the other calls;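 further: 0% = no compound wells with probe peptide and 100% = reference peptide inhibitor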
RGS4-Gao reg – human RGS4-Galphao interaction regulation; P09471; Multiplexed bead flow cytometry, RGS4-Galphao binding; actives lie on both sides; binding response (% of control), % at 10 µM; 220,000 tested, 0.33% active; AID 1415; in the data active means binding response below about 49% or above about 150%; inactive means in between;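 further: fluorescent Galphao activated with aluminum fluoride binding bead-coupled RGS4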
Bcl-B Bim block – human Bim-Bcl-B interaction inhibition. Q9HD36. bead-based flow cytometry, Bim peptide-Bcl-B binding. inhibition, % at 10 µM. 190,000 tested, 0.073% active;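 further: 0% = tracer peptide without compound and 100% = reference inhibitor peptide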
Bim-Bcl-XL – disrupts Bim peptide binding to human Bcl-XL. bead flow cytometry, fluorescence. inhibition, % at 10 µM. 190,000 tested, 0.04% active. AID 1007
Target sequence (Q07817 whole entry, looked up): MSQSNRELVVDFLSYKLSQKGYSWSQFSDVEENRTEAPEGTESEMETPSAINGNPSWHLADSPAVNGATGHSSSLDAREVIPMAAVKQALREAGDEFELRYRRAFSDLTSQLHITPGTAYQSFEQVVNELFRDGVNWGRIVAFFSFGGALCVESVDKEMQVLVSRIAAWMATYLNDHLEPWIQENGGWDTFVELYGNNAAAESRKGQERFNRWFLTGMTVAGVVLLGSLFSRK
Bcl-W Bim block – disrupts Bim peptide binding to human Bcl-W | inhibition, % at 10 µM | AID 952 | 190,000 tested, 0.02% active | bead-based flow cytometry | Q92843;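 further: 0% = bound tracer without compound and 100% = peptide blocker; higher means less fluorescent Bim peptide bound to Bcl-W beads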
GSH bead fluor – GSH bead compound fluorescence profile | fluorescence (KMESF) at 10 µM | 190,000 tested, 0.25% active | GSH beads flow cytometry, compound fluorescence 488/530 nm; hits give high values; in the data active means fluorescence above about 89;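 further: glutathione beads carrying GST-tagged Bcl family fusion proteins plus one bare bead set; values are compound well signal with DMSO vehicle wells as background; inactives centre near 16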
Avidin bead fluor – compound fluoresces at 488/530 nm on avidin beads; 220,000 tested, 0.38% active; AID 1775; compound fluorescence 488/530 nm, flow cytometry; hits give high values; fluorescence (KMESF) at 10 µM; in the data active means fluorescence above about 47; further: inactives centre near 10
Bim-Bfl-1 – disrupts Bim binding to human Bfl-1; Bead-based flow cytometry, Bim-Bfl-1 binding inhibition; 190,000 tested, 0.12% active; AID 1008; Q16548; inhibition, % at 10 µM;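 further: 0% = wells without compound plus tracer and 100% = blocker peptide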
RGS7-Gao reg – regulators of human RGS7-Galphao interaction; P09471; Multiplexed bead flow cytometry, RGS7-Galphao binding; actives lie on both sides; binding response (% of control), % at 10 µM; 220,000 tested, 0.35% active; AID 1439; in the data active means binding response below about 49% or above about 150%; inconclusive means no clear call, values can overlap the other calls; inactive means in between;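 further: fluorescent Galphao held in activated GDP-AlF4 state binding bead-coupled RGS7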
ABCG2 inh – human ABCG2 inhibition, ABCB1 as counter-screen; 190,000 tested, 0.1% active; AID 1325; Q9UNQ0; IgMXP3 cells, JC-1 efflux, flow cytometry; inhibition, % at 6.6 µM;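 active means inhibition above 80%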;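 further: 0% = DMSO and 100% = nicardipine control wells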
Target sequence (Q9UNQ0 whole entry, looked up): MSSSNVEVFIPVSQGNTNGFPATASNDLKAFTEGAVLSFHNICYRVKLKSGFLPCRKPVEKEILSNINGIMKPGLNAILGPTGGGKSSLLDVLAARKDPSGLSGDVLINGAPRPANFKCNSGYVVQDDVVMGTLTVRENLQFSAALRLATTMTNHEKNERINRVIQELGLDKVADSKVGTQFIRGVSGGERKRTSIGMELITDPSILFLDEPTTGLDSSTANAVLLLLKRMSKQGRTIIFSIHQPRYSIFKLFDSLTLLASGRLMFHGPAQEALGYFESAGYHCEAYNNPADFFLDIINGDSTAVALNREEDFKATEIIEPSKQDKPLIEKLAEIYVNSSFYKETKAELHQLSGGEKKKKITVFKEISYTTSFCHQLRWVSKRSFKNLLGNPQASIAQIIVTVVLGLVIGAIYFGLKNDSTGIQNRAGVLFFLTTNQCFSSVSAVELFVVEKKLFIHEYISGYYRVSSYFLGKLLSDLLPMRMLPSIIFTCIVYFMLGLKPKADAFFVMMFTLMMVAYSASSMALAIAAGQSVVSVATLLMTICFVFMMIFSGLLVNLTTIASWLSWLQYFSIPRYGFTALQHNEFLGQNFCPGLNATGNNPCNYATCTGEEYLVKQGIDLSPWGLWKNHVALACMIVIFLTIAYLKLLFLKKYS
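Incubation: cells with compound and JC-1, 10 min at 25 °C, rotating, no wash / Test system: IgMXP3 (ABCG2) plus far-red-tagged CCRF-Adr (ABCB1) cells / Compound dosing: one concentration, 6.6 µM final / Also added: JC-1 fluorescent substrate / Evaluation: efflux inhibition in percent versus controls / Detection: flow cytometry, 530 nm JC-1 signal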
ABCB1 inh – human ABCB1 inhibition, ABCG2 as counter-screen; P08183; CCRF-Adr cells, JC-1 efflux, flow cytometry; inhibition, % at 6.6 µM; 190,000 tested, 0.067% active; in the data active means inhibition above about 40%;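 further: 0% = vehicle and 100% = reference inhibitor; higher value means more JC-1 retained so stronger ABCB1 efflux block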
The depositor's hits bear a star; u = inconclusive; & = joins results of further samples. Unless noted, no stated cut-off is given here; in the data, active means inhibition above about 40%.

SMILES	Bcl-2 Bim block	RGS4-Gao reg	Bcl-B Bim block	Bim-Bcl-XL	Bcl-W Bim block	GSH bead fluor	Avidin bead fluor	Bim-Bfl-1	RGS7-Gao reg	ABCG2 inh	ABCB1 inh
Brc1ccc(-c2cnnc(N3CCCC3)n2)cc1	0.0	99.2	-5.0	-3.0	-3.0	31	14	7.0	98.2	39.2	1.8
COC(=O)c1ccc(COc2ccccc2/C=N/NC(=O)c2cccnc2)cc1	-4.0	98.6	-9.0	-7.0	-8.0	12	11	-9.0	96.3	0.4	0.3
O=S(=O)(c1cccc2nsnc12)N1CCOCC1	4.0	97.3	-2.0	-4.0	-1.0	6	8	-2.0	97.5	0.1	0.1
COCCOC(=O)c1c(C)oc2ccc(O)c(CN3CCC(C)CC3)c12	-8.0	102.1	-3.0	-2.0	0.0	26	33	-3.0	97.8	2.7	1.5
Fc1cccc2sc(Nc3nnc(-c4ccccc4)o3)nc12	-2.0	99.3	-5.0	-7.0	-5.0	28	35	-1.0	96.3	2.3	-0.3
CC(=O)/C(N)=N/Nc1cccc(Cl)c1	-3.0	108.2	-3.0	-2.0	-1.0	10	12	0.0	115.3	-1.8	-0.4
COc1ccc(Cl)cc1NC(=S)N(Cc1ccc(C(=O)O)cc1)Cc1ccc(OC)c(OC)c1	-8.0	100.4	-12.0	-5.0	-7.0	18	11	0.0	100.0	-0.3	-0.5
COc1ccc(-n2c(-c3ccccc3)nc(=S)c3c2CCCC3)cc1	-7.0	101.5	-5.0	-6.0	-4.0	9	24	-2.0	100.3	3.1	0.9
CCc1cccc(Nc2c([N+](=O)[O-])cc(C(=O)N3CC(=O)Nc4ccccc43)cc2[N+](=O)[O-])c1	-3.0	102.8	-6.0	-6.0	-3.0	11	12	3.0	100.4	32.6	4.4
CCc1[nH]c(C)c(C(C)=O)c1C	1.0	99.8	-1.0	-2.0	-1.0	6	10	-3.0	98.1	0.5	0.3
COc1ccc(C2CC(=O)n3nc(C45CC6CC(CC(C6)C4)C5)nc3S2)cc1OC (stereo unspecified)	-7.0	101.2	-12.0	-1.0	-2.0	10	25	-3.0	102.2	-1.8	-0.1
Cc1nn(CC(=O)NCc2ccc(-n3cccn3)cc2)c(C)c1[N+](=O)[O-]	2.0	94.5	-2.0	-3.0	-3.0	11	4	-1.0	95.9	12.5	2.5
COc1cc([N+](=O)[O-])ccc1NC(=O)Cc1ccc(C)cc1	-1.0	103.1	-3.0	-1.0	2.0	14	10	-2.0	96.4	14.7	1.2
CCCOc1ccc(C(=O)Nc2ccc(N3CCN(C(C)=O)CC3)cc2)cc1	-5.0	99.4	-1.0	-2.0	4.0	32	4	-9.0	97.2	2.3	0.8
CN(C(=O)N1CCN(S(=O)(=O)c2ccccc2)CC1)c1ccccc1	-3.0	98.0	1.0	-3.0	-1.0	14	11	1.0	95.3	18.2	1.1
CCOC(=O)c1cc(C)n(-n2cnnc2)c1C	-2.0	100.8	-3.0	-1.0	-3.0	18	25	-1.0	100.5	-0.4	0.1
O=C(c1cc2c(cc1Br)OCCCO2)N1CCCCC1	0.0	95.2	-6.0	-3.0	0.0	5	8	0.0	96.5	3.0	1.9
COc1cc(OC)c(C2C3=C(CCCC3=O)Nc3nc4ccccc4n32)cc1OC (stereo unspecified)	-5.0	101.5	-11.0	-4.0	-2.0	42	9	-11.0	99.9	0.5	0.3
CCOC(=O)c1c(CC(C)C)csc1NC(=O)COC(=O)c1cc(OC)c(OC)cc1[N+](=O)[O-]	-7.0	100.6	-8.0	-9.0	-4.0	11	22	-3.0	100.5	46.1	2.2
Cc1nn(C)c(C)c1CN(C)C(=O)C1(C)CC1(Br)Br (stereo unspecified)	0.0	100.0	-2.0	-2.0	1.0	6	3	0.0	100.0	-1.3	0.3
COc1ccc2c(c1)C(=NO)c1cc(OC)ccc1-2	-9.0	102.2	-4.0	-2.0	2.0	31	6	-9.0	100.5	0.6	0.0
O=C(O)CC(c1ccc(Cl)cc1)N1C(=O)CCC1=O (stereo unspecified)	-7.0	100.9	-10.0	-7.0	-2.0	47	5	-13.0	101.0	1.3	0.5
Cn1c(=O)c2c(SCc3cccnc3)nc(CC(C)(C)C)nc2n(C)c1=O	-7.0	100.6	-9.0	-12.0	-8.0	14	24	-13.0	102.3	20.4	7.6
Cc1nn(C)c(=O)n1N(C)c1ncc(C(F)(F)F)cc1Cl	4.0	93.7	4.0	3.0	0.0	12	10	4.0	u	1.6	0.6
NS(=O)(=O)c1ccc(CCNc2ncnc3sccc23)cc1	-1.0	114.0	-6.0	-1.0	-6.0	5	5	0.0	108.1	0.6	0.3
O=C(NNc1nc(-c2ccccc2)cs1)c1ccc(F)cc1	-1.0	91.4	-7.0	-3.0	-2.0	11	11	-1.0	u	-3.6	-1.0
O=C(CSc1ccc2nnc(-c3ccncc3)n2n1)Nc1ccc2c(c1)OCCO2	-6.0	102.1	-4.0	-3.0	0.0	19	11	-8.0	107.5	-3.8	-3.0
CC(NC(=O)NC12CC3CC(CC(C3)C1)C2)c1ccc2c(c1)OCO2 (stereo unspecified)	0.0	98.3	-4.0	-2.0	-2.0	9	9	-4.0	101.2	13.1	0.4
CC1CCN(S(=O)(=O)c2ccc3ccccc3c2)CC1	-4.0	103.7	-1.0	0.0	-1.0	19	38	0.0	103.4	-0.4	-0.1
CCc1ccc(C(C)NC(=O)Cn2cnc3c(=O)n(C)c(=O)n(C)c32)cc1 (stereo unspecified)	0.0	91.7	-3.0	-1.0	3.0	14	3	0.0	98.8	0.7	0.5

6 successive compounds out of the list so far, quoted:
SMILES	Bcl-2 Bim block	RGS4-Gao reg	Bcl-B Bim block	Bim-Bcl-XL	Bcl-W Bim block	GSH bead fluor	Avidin bead fluor	Bim-Bfl-1	RGS7-Gao reg	ABCG2 inh	ABCB1 inh
Cn1c(=O)c2c(SCc3cccnc3)nc(CC(C)(C)C)nc2n(C)c1=O	-7.0	100.6	-9.0	-12.0	-8.0	14	24	-13.0	102.3	20.4	7.6
Cc1nn(C)c(=O)n1N(C)c1ncc(C(F)(F)F)cc1Cl	4.0	93.7	4.0	3.0	0.0	12	10	4.0	u	1.6	0.6
NS(=O)(=O)c1ccc(CCNc2ncnc3sccc23)cc1	-1.0	114.0	-6.0	-1.0	-6.0	5	5	0.0	108.1	0.6	0.3
O=C(NNc1nc(-c2ccccc2)cs1)c1ccc(F)cc1	-1.0	91.4	-7.0	-3.0	-2.0	11	11	-1.0	u	-3.6	-1.0
O=C(CSc1ccc2nnc(-c3ccncc3)n2n1)Nc1ccc2c(c1)OCCO2	-6.0	102.1	-4.0	-3.0	0.0	19	11	-8.0	107.5	-3.8	-3.0
CC(NC(=O)NC12CC3CC(CC(C3)C1)C2)c1ccc2c(c1)OCO2 (stereo unspecified)	0.0	98.3	-4.0	-2.0	-2.0	9	9	-4.0	101.2	13.1	0.4

Remaining list, next part:
SMILES	Bcl-2 Bim block	RGS4-Gao reg	Bcl-B Bim block	Bim-Bcl-XL	Bcl-W Bim block	GSH bead fluor	Avidin bead fluor	Bim-Bfl-1	RGS7-Gao reg	ABCG2 inh	ABCB1 inh
C=CCn1c(=NC(=O)C2CC2)sc2cc(NC(C)=O)ccc21	-6.0	103.6	1.0	1.0	1.0	22	9	-6.0	103.6	4.0	0.6
COC(=O)c1c(C(=O)OC)c(-c2ccccc2)n2c1CCC2	-1.0	101.7	1.0	0.0	0.0	18	8	0.0	100.5	17.6	0.6
CCOC(=O)C1CCCN(CCC(=O)Nc2cccc(C)c2)C1 (stereo unspecified)	0.0	100.4	0.0	0.0	1.0	11	9	-3.0	99.1	1.9	2.1
Cc1ccc(C(O)(C(=O)NNc2ccc3ccccc3n2)c2ccc(C)cc2)cc1	-10.0&-4.0	100.0&101.3	-6.0&-4.0	-6.0&-4.0	-4.0&-4.0	12&13	10&11	-9.0&-10.0	99.4&102.5	5.8&3.7	1.0&0.3
Cc1ccc(C)c(N(CC(N)=O)S(C)(=O)=O)c1	-1.0	102.6	-8.0	-5.0	-6.0	20	9	-2.0	103.1	4.7	1.2
CCN(CCNc1ccc(Cl)cc1[N+](=O)[O-])C(=O)c1cc([N+](=O)[O-])c(N(C)C)cc1OC	-8.0	98.7	-9.0	2.0	-3.0	38	10	-13.0	97.3	14.3	1.7
COc1ccccc1N(CCC#N)C(=O)CSc1ccc2c(c1)OCCO2	-5.0	105.1	-6.0	-4.0	-3.0	36	18	-13.0	106.2	3.4	2.5
CC(=O)Nc1ccc(-n2c(C)c(C(C)=O)c(C(C)=O)c2C)cc1	-1.0	62.9	0.0	-6.0	0.0	7	9	-3.0	71.0	1.6	0.7
CCOc1cc(NC(=S)NCCCN2CCOCC2)c(OCC)cc1NC(=O)CC(C)C	-10.0	103.8	-11.0	0.0	0.0	44	14	-10.0	103.6	3.5	1.2
c1ccc(Oc2cc(-n3cccn3)ncn2)cc1	0.0	94.2	0.0	-4.0	-2.0	50	13	-6.0	93.4	4.6	0.8
Cc1ccccc1C(=O)NC(=S)Nc1sc2c(c1C#N)CCC(C)C2 (stereo unspecified)	0.0	99.0	-2.0	-2.0	-2.0	17	37	3.0	104.1	-0.6	-0.2
COc1cccc(-n2cnc3c(sc4nc(N5CCOCC5)c5c(c43)CCCC5)c2=O)c1	-1.0	93.5	-5.0	-4.0	-3.0	61	23	-9.0	98.1	3.8	1.6
CC(/C=N/NC(=O)c1cccs1)=C\c1ccco1	-2.0	100.6	-2.0	0.0	0.0	13	21	3.0	98.8	1.2	0.3
CCNC(=S)NNC(=O)c1ccc2ncccc2c1	-3.0	98.7	-6.0	-3.0	0.0	12	11	-3.0	100.3	-0.2	0.0
COc1ccc(NC(=O)CC2C(=O)N(c3ccc(Cl)cc3)C(=S)N2NC(=O)c2cccc(F)c2)cc1 (stereo unspecified)	-3.0	94.2	-8.0	-6.0	-4.0	5	12	0.0	94.2	1.6	0.4
O=C(NCc1ccco1)c1ccc(Oc2ccccc2)cc1	1.0	95.5	-2.0	0.0	1.0	11	20	0.0	93.0	3.2	0.2
O=C(CN1C(=O)CC(c2ccccc2)S(=O)(=O)c2ccccc21)N1CCCC1 (stereo unspecified)	-2.0	98.9	-2.0	0.0	1.0	24	9	-2.0	96.9	1.4	-0.2
CC1Cn2c(nnc2C23CC4CC(CC(C4)C2)C3)S1 (stereo unspecified)	-9.0	94.3	-7.0	-3.0	1.0	14	14	-6.0	97.7	14.5	0.8
COc1cc(/C=N/NC(=O)CNC(=O)c2ccco2)ccc1O	1.0	94.9	-2.0	-1.0	-2.0	13	9	-1.0	103.0	12.8	-0.2
CC(C)C(=O)O/N=C(\N)c1ccccn1	8.0	90.8	8.0	9.0	8.0	10	5	6.0	89.0	0.2	0.3
COc1cc(S(=O)(=O)N(Cc2ccc(C)cc2)Cc2ccco2)ccc1-n1cnnn1	0.0	103.0	2.0	-1.0	3.0	13	14	0.0	101.9	4.4	1.5

Random draw from the library; 1.3% or so of the library scored in one or more.
